GRP78 ERSR act = induces the endoplasmic reticulum stress response in human glioma cells; U87-MG GRP78 promoter luciferase reporter, 16 h; Potency, µM, for the others: at the top dose activation, actives largely listed as activators; 420,000 tested, 0.02% active; AID 602332; also: potency is read from the fitted curve at half-maximal effect; series mostly up to about 76 µM; % of control where 0% means no effect; nearly all actives have a fitted effect of over 35% in size
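ERSR induction read as luciferase luminescence (Bright-Glo, 10 min at room temperature) in stably transfected human U87-MG glioma cells exposed to compounds for 16 h, using GRP78 as sensor.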
POLI inh = DNA polymerase iota (human) inhibition; AID 588590; Q9UNA4; 390,000 tested, 1% active; Potency, µM (doses to about 115 µM), inactives show top-dose activity, negative = inhibition, most hits filed as inhibitors; Pol iota fluorescent replication assay, 10 min; also: potency is read from the fitted curve at half-maximal effect
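Fluorescent replication assay read twice, at 0 min and 10 min after adding 50 nM (final) substrate. Enzyme (10 nM) and compounds were first incubated 15 min at room temperature; enzyme-free buffer wells were negative controls.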
POLH inh = blocks human DNA polymerase eta activity. Potency, µM (series often up to 114 µM), for the others: at the highest dose activity change, negative = inhibition, usual class: inhibitors. AID 588591. recombinant Pol eta, fluorescent DNA replication assay. 390,000 tested, 1.2% active; also: potency is read from the fitted curve at half-maximal effect; % is scaled to controls: 0 for no effect and ±100 for the full control effect
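Pol eta (10 nM) was preincubated with compounds for 15 min at room temperature, after which fluorescent replication substrate (50 nM final) was added to start the reaction. Fluorescence was read kinetically at 0 and 10 min.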
Pol kappa inh = DNA polymerase kappa (human) inhibition; Q9UBT6; purified Pol kappa, fluorescent DNA synthesis assay, 10 min; Potency, µM (series often up to 107 µM), for inactives: top-dose activity, negative = inhibition, actives largely listed as inhibitors; 400,000 tested, 0.53% active; also: potency is read from the fitted curve at half-maximal effect; % is scaled to controls: 0 for no effect and ±100 for the full control effect
Target sequence (Q9UBT6 whole entry, looked up): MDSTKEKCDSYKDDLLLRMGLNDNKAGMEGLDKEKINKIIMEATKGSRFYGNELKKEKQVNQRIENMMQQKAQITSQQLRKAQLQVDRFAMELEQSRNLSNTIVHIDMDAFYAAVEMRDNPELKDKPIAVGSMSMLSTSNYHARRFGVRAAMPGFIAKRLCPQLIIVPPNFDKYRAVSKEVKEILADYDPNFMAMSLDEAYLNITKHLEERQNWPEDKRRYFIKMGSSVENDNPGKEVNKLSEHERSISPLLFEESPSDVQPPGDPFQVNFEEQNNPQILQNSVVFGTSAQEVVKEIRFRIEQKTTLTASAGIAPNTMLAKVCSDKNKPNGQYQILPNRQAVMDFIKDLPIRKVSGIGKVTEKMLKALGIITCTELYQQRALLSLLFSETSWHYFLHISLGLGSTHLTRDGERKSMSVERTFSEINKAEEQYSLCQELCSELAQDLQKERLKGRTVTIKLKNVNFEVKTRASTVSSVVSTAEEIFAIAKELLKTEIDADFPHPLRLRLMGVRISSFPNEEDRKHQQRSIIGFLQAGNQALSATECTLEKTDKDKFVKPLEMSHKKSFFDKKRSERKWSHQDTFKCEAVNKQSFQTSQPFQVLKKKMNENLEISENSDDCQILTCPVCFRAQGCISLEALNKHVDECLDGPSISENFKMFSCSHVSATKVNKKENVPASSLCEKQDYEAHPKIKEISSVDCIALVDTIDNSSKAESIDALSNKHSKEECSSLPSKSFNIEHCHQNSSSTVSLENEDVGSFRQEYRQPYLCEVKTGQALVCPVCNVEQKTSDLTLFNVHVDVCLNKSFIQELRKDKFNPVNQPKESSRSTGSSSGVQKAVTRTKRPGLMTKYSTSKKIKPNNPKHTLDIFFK
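Activity was followed as the change in fluorescence between reads at 0 and 10 min after starting the reaction with 50 nM substrate. Beforehand, 10 nM polymerase had been preincubated with compound for 15 min at room temperature.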
LDHA block = blocks human lactate dehydrogenase A | P00338 | purified LDHA, NADH/diaphorase-resazurin fluorescence; stronger effect = lower value | activity change, % (values are at about 110 or 230 µM) | 480,000 tested, 0.15% active; in the data active = activity change below about -30%; inconclusive = mostly about -25% to -30%;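 also: plate controls were DMSO wells for no effect and wells without enzyme for full effect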
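Human LDH5 at 2 nM final in Tris HCl pH 7.4 with 0.06 mM NADH and 0.2 mM pyruvate, reacted 5 minutes at room temperature. Remaining NADH coupled via diaphorase/resazurin; resorufin fluorescence read at 0 and 20 minutes, normalized to enzyme-free and DMSO wells.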
Apoferritin bind = binds horse apoferritin like a general anesthetic. P02791. 350,000 tested, 0.074% active. Potency, µM (doses to about 77.5 µM), without a hit: top-dose activity change, negative = displacement, usual class: inhibitors. apoferritin/1-aminoanthracene competitive binding, fluorescence; also: potency is read from the fitted curve at half-maximal effect; % is scaled to controls: 0 for no effect and ±100 for the full control effect; nearly all actives have a fitted effect of over 20% in size
Target sequence (P02791 2-175 limits assumed): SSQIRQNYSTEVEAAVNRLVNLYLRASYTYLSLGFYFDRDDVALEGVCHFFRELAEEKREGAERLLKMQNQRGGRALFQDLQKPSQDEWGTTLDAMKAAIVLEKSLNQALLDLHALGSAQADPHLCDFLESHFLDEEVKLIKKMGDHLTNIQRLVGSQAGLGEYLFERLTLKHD
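Concentration-response curves derived by four-parameter Hill fitting of normalized fluorescence, where compounds displaced 1-AMA from 10 uM horse apoferritin following a brief 10 min room-temperature incubation; propofol titration acted as positive control.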
BLM helicase inh = blocks DNA unwinding by human BLM helicase. Potency, µM (doses to about 56.1 µM), without a hit: top-dose activity change, negative = inhibition, most hits filed as inhibitors. recombinant BLM DNA unwinding, fluorescence dequenching. AID 2528. 350,000 tested, 0.2% active;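 also: potency is read from the fitted curve at half-maximal effect; plate controls were vehicle for no effect and no enzyme for full effect; nearly all actives have a fitted effect of over 35% in size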
APEX1 inh = blocks human APE1 abasic DNA cleavage; recombinant APE1, TAMRA/BHQ-2 abasic DNA cleavage fluorescence; Potency, µM (top dose mostly 65.8 µM), without a hit: at the top dose activity change, negative = inhibition, most hits filed as inhibitors; 350,000 tested, 0.35% active;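 also: potency is read from the fitted curve at half-maximal effect; plate controls were vehicle for no effect and reference inhibitor for full effect; nearly all actives have a fitted effect of over 55% in size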
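Readout is kinetic fluorescence (ex 525, em 598 nm) from cleavage of 50 nM TAMRA/BHQ-2 THF abasic duplex by 0.75 nM APE1, compound added 15 min beforehand at RT.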
Pol beta inh = inhibitors of human DNA polymerase beta | P06746 | Pol beta primer extension/strand displacement, fluorescence kinetic | Potency, µM (series often up to 114 µM), without a hit: at the top dose activity change, negative = inhibition, usual class: inhibitors | 340,000 tested, 1.3% active | AID 485314; also: potency is read from the fitted curve at half-maximal effect; % is scaled to controls: 0 for no effect and ±100 for the full control effect
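10 nM enzyme + cpd, 15 min RT; start with substrate 50 nM final; read 0 min and after 10 min RT. Corrected, normalized data; 4-parameter Hill curve fit.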
An asterisk follows results filed as active; u = inconclusive; x = no result given; & = joins results of further samples; [ ] = remark or other dose. Unless noted, calls follow the shape of the dose curve; as a rule, active = well fitted curve in the direction sought with a large enough effect; inconclusive = small, poorly fitted or top-dose-only effect, or another doubt; inactive = no such curve, though single readings can be large; an effect the other way counts as inactive or inconclusive.

SMILES	GRP78 ERSR act	POLI inh	POLH inh	Pol kappa inh	LDHA block	Apoferritin bind	BLM helicase inh	APEX1 inh	Pol beta inh
CC(C)(C)n1cnc2cc(NC(=O)c3ccccc3)ccc21	-9%	153%[activator]	-18%	1%	-6	-9%	-3%	31%	-19%
Fc1cccc(/C=C2\CCCC3=C2NC(=S)NC3c2cccc(F)c2)c1 (stereo unspecified)	-2%	u	-15%	-16%	-1	1%	-9%	-4%	25%
CNC1=C([N+](=O)[O-])CC([N+](=O)[O-])=C(N2CCNCC2)N1C	-4%	-1%	-4%	-6%	-2	-10%	-4%	-4%	-2%
Cn1c(S(=O)(=O)Cc2ccc(Cl)cc2)nc2ccccc21	-5%	0%	-1%	14%	0	-13%	-3%	2%	-5%
OC(COc1ccc2ccccc2c1Br)Cn1ccnc1 (stereo unspecified)	-2%	-1%	4%	-5%	-6	2%	-6%	-3%	-25%
CC(C)C(C(=O)O)N1C(=O)/C(=C/C=C/c2ccco2)SC1=S (stereo unspecified)	-3%	1.1µM*	0.79µM*	3.2µM*	15	-24%	u	1.6µM*	1.6µM*
CCOC(=O)c1ccc(NC(=O)c2csc3c2CCCC3)cc1	1%	-19%	6%	7%	-1	115%[activator]	-10%	x	23%
O=C(NCc1ccccc1)c1onc(CSc2ccc(F)c(F)c2)c1C(=O)NCc1ccccc1	-1%	18%	-16%	-1%	0	x	x	x	x
CCc1cccc(C)c1Nc1c(-c2ccsc2)nc2ncccn12	-2%	15%	-8%	-18%	1	-7%	-5%	x	-1%
CC(C)c1c(C(=O)N/N=C/c2ccsc2)nnn1-c1nonc1N	0%	u	-1%	-11%	2	-9%	-5%	3%	-17%
CCOc1ccc(C(=O)Nc2ccc(NC(=O)c3cccs3)cc2)cc1[N+](=O)[O-]	-3%	8%	5%	-6%	-7	4%	1%	14%	13%
C=CCNc1oc(Cc2cccc3ccccc23)nc1C#N	-3%	23%	-13%	12%	4	-19%	-5%	1%	-1%
COc1ccccc1CN1CCNC(=O)C1CC(=O)N(C)CC1CCOCC1 (stereo unspecified)	-5%	-1%	9%	-11%	1	-3%	1%	-1%	37%
S=c1nc(-c2ccccc2Br)[nH][nH]1	-3%	-2%	0%	-13%	-4	-3%	-11%	9%	38%
CCC1CN(C(=O)N2CCC(C(=O)NCCc3ccccc3Cl)CC2)c2cc(C)ccc2O1 (stereo unspecified)	-8%	8%	-19%	2%	7	7%	-7%	x	-12%
Cc1ccc(S(=O)(=O)N(CC(O)CN2CCCC2)c2ccccc2)cc1 (stereo unspecified)	-2%	-5%	-9%	-3%	0	u	0%	-1%	4%
CCCSc1nc2sc3c(c2c(=O)n1Cc1ccccc1)CC(C)(CC)OC3 (stereo unspecified)	-3%	-2%	-3%	-4%	-8	45%[activator]	-10%	x	23%
COc1cc(C)c(C(C)C)cc1S(=O)(=O)NC1CC(C)(C)NC(C)(C)C1	-1%	19%	-10%	-1%	-5	-9%	-3%	2%	41%
Cc1ccccc1-c1nc(-c2ccc(Br)o2)no1	5%	-2%	-21%	2%	-1&-5	-9%	-9%	15%	19%
Cc1ccc(NC(=O)C(=Cc2ccc(C(=O)O)cc2)C(=O)Nc2ccc(C)cc2C)c(C)c1	-13%	13µM*	79µM*	8%	0	-5%	-1%	6%	-25%
O=C(O)C1CCN(c2ccc(S(=O)(=O)N3CCCCC3)cc2[N+](=O)[O-])CC1	-2%	17%	-5%	-11%	-5	x	x	35%	x
Cc1cc(C)[n+]2[nH]c(N)c(N=Nc3ccccc3)c2n1	0%	u	-22%	-7%	-4	-17%	0%	-3%	-18%
Cc1ccc(NS(=O)(=O)c2ccc(C(=O)Nc3nncs3)cc2)cc1	-3%	u	-11%	-2%	-4	x	x	-19%	x
Cc1nnc(NC(=O)c2ccc3nccnc3c2)s1	1%	u	u	-17%	16	x	x	-7%	x
O=C(NCc1ccc(F)cc1)c1ccc2c(c1)nc1n2CCCCC1	-1%	1%	-3%	-4%[60.1 µM]	8	-2%	-1%	x	13%

An excerpt from above in order of their number in POLI inh, falling.
canonical_smiles	POLI inh
COc1cc(C)c(C(C)C)cc1S(=O)(=O)NC1CC(C)(C)NC(C)(C)C1	19%
O=C(NCc1ccccc1)c1onc(CSc2ccc(F)c(F)c2)c1C(=O)NCc1ccccc1	18%
O=C(O)C1CCN(c2ccc(S(=O)(=O)N3CCCCC3)cc2[N+](=O)[O-])CC1	17%
CCOc1ccc(C(=O)Nc2ccc(NC(=O)c3cccs3)cc2)cc1[N+](=O)[O-]	8%
S=c1nc(-c2ccccc2Br)[nH][nH]1	-2%
Cc1ccc(S(=O)(=O)N(CC(O)CN2CCCC2)c2ccccc2)cc1 (stereo unspecified)	-5%

A few values from the results shown.
Pol beta inh result of Fc1cccc(/C=C2\CCCC3=C2NC(=S)NC3c2cccc(F)c2)c1 (stereo unspecified) = 25%
APEX1 inh result of Cc1ccccc1-c1nc(-c2ccc(Br)o2)no1 = 15%
POLH inh result of CCOC(=O)c1ccc(NC(=O)c2csc3c2CCCC3)cc1 = 6%
POLI inh result of COc1ccccc1CN1CCNC(=O)C1CC(=O)N(C)CC1CCOCC1 (stereo unspecified) = -1%
POLH inh result of Cn1c(S(=O)(=O)Cc2ccc(Cl)cc2)nc2ccccc21 = -1%

Additional results
SMILES	GRP78 ERSR act	POLI inh	POLH inh	Pol kappa inh	LDHA block	Apoferritin bind	BLM helicase inh	APEX1 inh	Pol beta inh
O=C(CN1CCc2ccccc2C1)Nc1ccc(F)cc1	-1%	-3%	-21%	7%	-4	-8%	3%	6%	-3%
C=CCn1c(=NC(=O)c2ccc(S(=O)(=O)N3CCCc4ccccc43)cc2)sc2cc(S(N)(=O)=O)ccc21	-4%	15%	-15%	7%	-8	-4%	-13%	u	-17%
CCC1(CC)C(C#N)C(=O)NC(=O)C1C#N (stereo unspecified)	-2%	-10%	-9%	-6%	-5	x	x	x	x
COc1ccc(C(=O)CN2C(=O)NC3(CCCCCC3)C2=O)c(OC)c1	2%	25%	-22%	-1%	-4	x	x	19%	x
COc1ccc(CCNC2CCC(c3ccccc3)CC2)cc1 (stereo unspecified)	-3%	-1%	-13%	-5%	0	-9%	3%	-9%	-1%
COc1ccc(-n2cccc2C=O)cc1OC	-2%	0%	-10%	-3%	-1	-8%	1%	5%	16%
Cc1cccc(OCC(=O)Nc2ccc3c(c2)nc(CCN2CCC(C)CC2)n3C)c1	-5%	-3%	-19%	6%	-1	-20%	-11%	50%	21%
Cc1cccc(C)c1Nc1nnc(SC/C(O)=C(\C#N)c2nc3ccccc3[nH]2)s1	-1%	-8%	18µM*	-16%	5	-13%	-13%	-7%	u
CN(C)c1ccc(/C=C2\CCc3cc(N)ccc32)cc1	2%	7%	x	-9%	-2	x	x	x	x
O=C(Cn1cnc2ccccc2c1=O)N1CCN(Cc2ccc3c(c2)OCO3)CC1	-1%	9%	-11%	-16%	-1	-8%	0%	-1%	-1%
O=Cc1coc2ccc3ccccc3c2c1=O	-1%	168%[activator]	-8%	-25%	-6	u	-4%	5%	u
CCOC(=O)c1c(C)[nH]c(C(=O)CN2CCN(CC)CC2)c1C	-2%	18%	-13%	7%	-25	-4%	6%	1%	1%
CCS(=O)(=O)CCSc1nc(-c2ccc(Br)cc2)cc(-c2ccccc2)c1C#N	-3%	-7%	-18%	-17%	1	5%	-9%	x	7%
Cn1c(=O)n(C)c2cc(S(=O)(=O)Nc3cc(Cl)ccc3O)ccc21	-3%	18%	-11%	-11%	-5	-13%	3%	7%	-6%
CCOc1ccc(NC2=C(Cl)C(=O)N(Cc3ccccc3)C2=O)cc1	-3%	-17%	-12%	-13%	-13	u	4%	-9%	6%
CC12CCC(=O)N1C(C(=O)Nc1ccccc1N1CCCC1)CS2 (stereo unspecified)	-3%	21%	-7%	-2%	-6	x	x	x	x
Cc1cc(C)n2c(SCc3ccc(Cl)cc3Cl)nnc2n1	-10%	4%	-21%	-6%	2	u	0%	4%	-10%
CCOC(=O)C1(CCc2ccccc2)CCN(C(=O)C2CCCO2)CC1 (stereo unspecified)	5%	30%	-12%	4%	2	-1%	-2%	-2%	32%
COc1ccc(N2CCN(c3nc4ccc(C)cn4c(=O)c3C=O)CC2)cc1	7%	8%	-6%	0%	-2	-13%	-1%	7%	2%
CC(C)Sc1ncc(Cl)c(C(=O)Nc2ccc(S(=O)(=O)Nc3ncccn3)cc2)n1	-2%	-2%	-7%	-15%	-7	-10%	1%	x	2%
COc1ccc(C(CC(=O)O)NS(=O)(=O)c2ccc3c(c2)NC(=O)CO3)cc1 (stereo unspecified)	-3%	16%	-8%	-12%	-3	8%	-3%	1%	55%
CSc1cccc(NC(=O)CSc2ccc(C)cc2)c1	-1%	u	-12%	-19%	-6	-16%	-4%	-4%	-9%
COc1ccc2[nH]c(=O)c(CN(Cc3cccnc3)C(=O)Nc3ccccc3)cc2c1	-4%	10%	4%	-16%	-2	-12%	-4%	18%	36%

One compound at a time, as listed above. Values in the order: GRP78 ERSR act, POLI inh, POLH inh, Pol kappa inh, LDHA block, Apoferritin bind, BLM helicase inh, APEX1 inh, Pol beta inh
CCOC(=O)C1(CCc2ccccc2)CCN(C(=O)C2CCCO2)CC1 (stereo unspecified) in the list: 5%, 30%, -12%, 4%, 2, -1%, -2%, -2%, 32%
CC(C)Sc1ncc(Cl)c(C(=O)Nc2ccc(S(=O)(=O)Nc3ncccn3)cc2)n1 in the list: -2%, -2%, -7%, -15%, -7, -10%, 1%, x, 2%
O=C(CN1CCc2ccccc2C1)Nc1ccc(F)cc1 in the list: -1%, -3%, -21%, 7%, -4, -8%, 3%, 6%, -3%

Screens as filed in PubChem.

An excerpt; the hit share may differ from the screen's.
